# Screening results (PubChem BioAssay)
# NOD2-RIPK2 inh = blocks binding of human NOD2 to RIPK2; O43353; CHO BLA complementation NOD2-RIPK2, CCF4 ratio; inhibition, % at 4.98 µM; 360,000 tested, 0.38% active; in the data active = inhibition above about 21%;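 also: 0% = vehicle only and 100% = reference blocker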
# NCOA2 inhibitor = human SRC2 (NCOA2) inhibition. HEK293 GAL4-SRC2 luciferase reporter, luminescence. inhibition, % at 9 µM. Q15596. 370,000 tested, 0.17% active;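 active = inhibition above the mean inhibition of all tested compounds plus 3 SD, set per campaign, cut at about 52% in these data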;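 also: 0% = DMSO treated cells and 100% = cells given Gossypol at 36 µM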
# SRC3 inh = human NCOA3 inhibition; inhibition, % at 3.6 µM; 360,000 tested, 0.17% active; AID 588352; Q9Y6Q9; HEK293 GAL4-SRC3 luciferase reporter, luminescence;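 active = inhibition above a per-campaign cutoff, the mean of all compounds plus 3 SD, cut at about 60% in these data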;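 also: 0% = DMSO-treated cells and 100% = gossypol-treated cells at 36 µM; higher means less SRC3-driven luciferase light from the GAL4 reporter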
# TWEAK Fn14 block = inhibitors of TWEAK-Fn14 interaction signaling; TWEAK-stimulated Fn14 reporter cells, luciferase luminescence, 8 h; inhibition, % at 10 µM; 360,000 tested, 2% active; in the data active = inhibition above about 50%
# LRH-1 inv ag = NR5A2 inverse agonism in reporter assay; O00482; HEK293T StAR-luciferase reporter, LRH-1 transfected, 24 h; inhibition, % at 3.6 µM; 360,000 tested, 0.13% active; AID 602396;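 active = inhibition above the mean inhibition of all tested compounds plus 3 SD, cut at about 73% in these data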;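 also: 0% = DMSO wells and 100% = reporter-only cells lacking LRH-1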
# NR2F2 inh = NR2F2 (human) inhibition, primary screen | HEK293T NGFI-A luciferase reporter, luminescence | inhibition, % at 8.6 µM | 370,000 tested, 0.7% active;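 active = inhibition above a per-plate cutoff, mean inhibition of test wells between control levels plus 3 SD, cut at about 38% in these data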;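 also: cells cotransfected with COUP-TFII expression vector driving the NGFI-A reporter; 0% = median of COUP-TF2 test wells and 100% = reporter-only cells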
# TLR9-MyD88 block = blocks human TLR9 binding to MyD88; Q9NR96+Q99836; CHO BLA complementation TLR9-MyD88, CCF4 FRET ratio; inhibition, % at 4.98 µM; 340,000 tested, 0.21% active; AID 504734;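 active = inhibition above the mean over all tested compounds plus 3 SD, cut at about 21% in these data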;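 also: 0% = DMSO only wells and 100% = clavulanate BLA inhibitor control wells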
# C8 TRAIL sens = sensitizes caspase-8 expressing cells to TRAIL; 360,000 tested, 1% active; NB7+C8 cells + TRAIL, ATPlite viability luminescence; inhibition (viability loss, TRAIL sensitization), % at 10 µM;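 active = compounds causing at least 50% loss of cell viability in the single-dose screen, relative to plate controls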
# LMP1 NFkB inh = reduces LMP1-driven NF-kappaB luciferase signal; LMP1-induced NF-kappaB luciferase reporter cells, luminescence; inhibition, % at 12.5 µM; 350,000 tested, 0.69% active; AID 504558; in the data active = inhibition above about 41%;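 also: 0% = neutral control wells and 100% = reference inhibitor control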
# NCOA1 inh = human NCOA1 inhibition | Q15788 | HEK293 GAL4-SRC1 luciferase reporter, luminescence | inhibition, % at 3.6 µM | 360,000 tested, 0.12% active | AID 588354;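 active = inhibition above the campaign mean plus 3 SD, with each screening campaign given its own cutoff, cut at about 60% in these data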;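 also: 0% = DMSO treated cells and 100% = gossypol at 36 µM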
# TROY signal inh = TROY signaling inhibition; 360,000 tested, 0.98% active; inhibition, % at 10 µM; Q293 LMP1-TROYcd NF-kB luciferase reporter, 4 h;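 active = compounds whose plate-normalised and pattern-corrected inhibition of the luciferase reporter signal at the single screening dose is 50% or more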
# Numbers without * were called inactive; . = not tested or not shown.
Structure	NOD2-RIPK2 inh	NCOA2 inhibitor	SRC3 inh	TWEAK Fn14 block	LRH-1 inv ag	NR2F2 inh	TLR9-MyD88 block	C8 TRAIL sens	LMP1 NFkB inh	NCOA1 inh	TROY signal inh
O=C(Cn1cnc([N+](=O)[O-])c1)Nc1cc(Oc2ccc(Cl)cc2Cl)cc([N+](=O)[O-])c1	5	14	-2	5	-29	13	-13	8	7	10	46
Cc1ccc(C(=O)Nc2ccccc2C(=O)NCc2ccccc2)cc1	-7	.	20	-1	-2	.	3	4	-20	2	-9
Cc1ccn(CC(=O)N2CCCC(N3CCN(c4ccc(F)cc4)CC3)C2)n1 (centres undefined)	8	5	4	-4	-4	-29	2	4	-3	7	-2
COc1ccc(N(C(=O)c2cccnc2)S(=O)(=O)c2cc(OC)ccc2OC)cc1	2	-11	9	15	-15	-5	2	9	3	-8	3
Cc1nn(C)c(C)c1NS(=O)(=O)c1ccc(Cl)cc1	-3	17	-17	-17	3	12	0	-11	0	-4	11
N=C1/C(=C\c2ccc(Br)o2)C(=O)N=C2SC(CC(=O)N3CCOCC3)=NN12	-6	5	16	-2	8	-10	-9	-3	-5	-5	1
COCC(=O)Nc1c(C(=O)Nc2ccccc2OC)oc2ccccc12	2	-2	-21	-29	-2	-15	-1	10	-5	-9	4
COc1cccc(CNC(=O)N2CCN(S(=O)(=O)c3ccc(C)cc3)CC2)c1	3	7	0	14	15	7	1	3	-27	-22	-9
COc1ccc(C(NC(C)=O)c2ccc3cccnc3c2O)c(OC)c1 (centres undefined)	8	.	19	3	18	.	-47	0	59*	19	8
Cc1ccc(Cl)cc1NC(=O)C1CCCCC1C(=O)O (centres undefined)	5	-5	14	-7	-3	-1	-14	-1	0	-13	-4
O=C(CCN1CCN(S(=O)(=O)c2ccc(F)cc2)CC1)Nc1ccccc1F	-5	-13	-12	-8	20	13	-11	-4	-3	-12	-3
O=C(CN(Cc1ccco1)C(=O)CNS(=O)(=O)c1ccc(F)cc1)NCCc1ccccc1	-2	1	3	0	-4	0	-3	7	-18	0	-5
Cc1nnc(N2CCCC(C(=O)NCc3ccccc3F)C2)c2nn(-c3ccccc3)c(C)c12 (centres undefined)	3	-28	-9	-9	-12	-14	-3	4	10	16	25
O=C(Nc1ccccn1)c1ccc(C(=O)Nc2ccccn2)cc1	-4	.	-33	-2	2	.	-11	16	-14	-12	-20
Clc1ccccc1CN1CCN(c2ncccn2)CC1	9	8	-4	-13	-6	-2	-7	5	4	3	-3
Cc1ccccc1NC(=O)OCCN1CCN(Cc2ccccc2)CCC1=O	-7	12	2	6	16	14	5	10	4	-3	-6
CCCCOC(=O)Cc1c(O)c2ccccc2[nH]c1=O	-3	-8	1	3	10	11	1	9	0	-4	10
CCC(CC)COC(=O)C(C#N)c1nc2ccccc2nc1N1CCN(CC)CC1 (centres undefined)	22*	12	7	-28	4	-5	-7	1	1	-6	1
CC1Cc2nc(SCC(=O)Nc3ccc(F)cc3)n(C)c(=O)c2S1 (centres undefined)	-3	-42	-14	-3	-10	15	1	22	7	-2	5
CCn1c(CNC(=O)C2CCCCC2)cc2ccccc21	-5	-3	-13	-8	21	22	-9	-4	9	2	3

# Some entries already given, showing only TLR9-MyD88 block and LRH-1 inv ag:
Molecule	TLR9-MyD88 block	LRH-1 inv ag
Clc1ccccc1CN1CCN(c2ncccn2)CC1	-7	-6
Cc1ccccc1NC(=O)OCCN1CCN(Cc2ccccc2)CCC1=O	5	16

# Next part.
Structure	NOD2-RIPK2 inh	NCOA2 inhibitor	SRC3 inh	TWEAK Fn14 block	LRH-1 inv ag	NR2F2 inh	TLR9-MyD88 block	C8 TRAIL sens	LMP1 NFkB inh	NCOA1 inh	TROY signal inh
COC(=O)[C@]1(Cc2ccccc2)N[C@H](CN(C)S(=O)(=O)c2ccc(-c3ccccc3)cc2)[C@@H]2C(=O)N(C)C(=O)[C@@H]21	12	-1	4	8	8	1	4	-14	-1	-4	-4
Cc1cc(C)c(S(=O)(=O)Nc2ccccc2C(=O)OCC(=O)NCc2ccccc2)c(C)c1	-2	-22	2	8	17	-5	-7	-1	4	4	-3
Cc1ccc2nc(-c3cccnc3)cc(C(=O)Nc3ccccc3[N+](=O)[O-])c2c1	-10	-3	-21	-4	10	5	-1	21	-1	-35	-23
COc1cccc(Nc2nc(N)c([N+](=O)[O-])c(NCc3ccccc3)n2)c1	-1	-1	8	51*	26	5	2	-13	0	-1	-5
O=C(NCC1CCCO1)c1cccc(C(=O)NCC2CCCO2)c1 (centres undefined)	0	-5	15	-11	-12	1	3	0	0	0	-22
O=C(O)c1ccc(NC(CSCc2ccc(F)cc2)C(=O)O)c([N+](=O)[O-])c1 (centres undefined)	1	-14	11	10	2	-13	14	-11	1	6	0
C[C@]12c3[nH]c4cc(-c5ccco5)ccc4c3CCN1C(=O)[C@@H](CC(=O)NCc1ccco1)C[C@@H]2C(=O)N1CCOCC1	-1	9	-6	7	-45	9	-6	6	0	-6	-16
O=C1c2nccnc2C(=O)N1Cc1ccccc1	4	7	-5	-9	-6	-7	-3	-12	-2	-24	2
Cc1nc(SCC(=O)O)c(C#N)c2c1CCCC2	-13	2	-1	-3	-10	-3	0	-16	2	7	-6
O=C(c1cccs1)N(CC1CCCO1)c1nc(-c2ccccc2)cs1 (centres undefined)	-11	-9	19	-8	-8	-2	-4	-5	-16	-25	8
O=C(COC(=O)C1CC2C=CC1C2)Nc1ccccc1F (centres undefined)	-8	-20	-6	-36	-6	-22	-6	3	-10	-73	-32
C[C@@H](NC(=O)c1nc[nH]c1C(=O)NCc1ccccc1)c1ccccc1	2	-6	4	-1	18	13	5	-17	-8	-6	1
S=C(NCc1cccnc1)Nc1cccc2ccccc12	2	8	4	3	-1	-2	-9	7	3	0	-17
Cc1cc(NC(=O)COC(=O)c2cccc(S(=O)(=O)N3CCOCC3)c2)no1	-9	-16	-10	13	-8	-8	0	-9	-8	5	-12
COC(=O)c1ccc(C2C(C(=O)c3cc4ccccc4o3)=C(O)C(=O)N2CCCN(C)C)cc1 (centres undefined)	9	9	-4	-6	4	1	7	-11	0	-17	-7
O=C(O)/C=C/C(=O)Nc1ccc(-n2ccc(C(F)(F)F)n2)cc1	-5	-31	29	0	-24	5	-6	-3	-5	9	-49
COc1ccc(/C=C2\Oc3cc(OCC(=O)N4CCC[C@H]4C(=O)O)ccc3C2=O)cc1OC	-7	.	-1	-3	8	.	1	-6	3	7	1
O=[N+]([O-])c1ccc(NNC(=S)Nc2ccc(F)cc2)cc1	3	3	-22	18	21	-3	-2	11	-11	-14	8
COc1ccccc1NCCC(=O)OCC(=O)Nc1ccc(Cl)cn1	-1	-21	0	-15	-14	11	2	-7	-5	5	18
Cc1ccc(Cl)c2c1=NC(=O)C=2c1[nH]c(=S)[nH]c1O	-2	-7	-17	22	2	3	-9	19	13	-32	12
O=C(NC(=S)NNC(=O)c1cc2ccccc2cc1O)c1ccco1	-4	18	45	12	18	-5	1	17	11	24	-7
O=C1C=CC(=O)N1c1ccc(N2CCCCC2)cc1	16	28	-12	-14	-15	14	16	6	7	-11	-3
O=S(=O)(c1ccccc1)[C@@]1(c2ccccc2)C[C@@H]2ON=C(c3cccc(-c4ccccc4)c3)[C@@H]2C1	-9	0	-6	15	-13	-25	0	-3	-3	-2	-18
O=S(Cc1ccccc1)c1ccccc1 (centres undefined)	2	-13	1	0	-14	-1	-15	-21	-6	-17	-5
Cc1ccccc1Cn1c(=N)n(CC(O)c2ccco2)c2ccccc21 (centres undefined)	-10	6	10	0	-7	8	8	-5	6	-29	-4
O=C(/C=C/c1ncc(C(F)(F)F)cc1Cl)OCc1ccccc1	3	10	-1	8	9	6	4	-14	6	10	12
COc1ccc(NC(=S)NC(NC(=O)c2ccccc2Cl)C(Cl)(Cl)Cl)c([N+](=O)[O-])c1 (centres undefined)	1	7	18	-7	13	-7	6	2	-11	6	4
COc1cc(OC)cc(C(=O)OCC(=O)NC2CCCCCC2)c1	-5	14	20	-4	2	3	3	-3	-3	-9	-42
COc1ccc(C)cc1NC(=O)COC(=O)c1c(C)nn(-c2ccccc2)c1C	-4	21	12	29	-6	1	6	12	2	11	19
CC(C)OC(=O)c1cccc(NC(=O)CSc2nnc(N)s2)c1	6	-15	8	0	0	-9	-12	-6	0	3	-10
CCOC(=O)N1CCN(S(=O)(=O)c2ccc(C(=O)Nc3ccc(F)cc3F)cc2)CC1	9	-29	8	25	31	11	-9	5	25	12	26
Cc1ccc(NS(=O)(=O)c2c(C)[nH]c(C)c2C(=O)N2CCCCC2)c(C)c1	6	-3	16	-6	1	11	-6	-14	-6	17	-7
C/C(=N\NC(=O)c1cc(-c2ccccn2)nc2ccccc12)c1cccc([N+](=O)[O-])c1	-5	15	-1	-3	18	-5	-10	-6	-3	-6	-11
O=C(CCn1c(=O)c2ccccc2n(CC(=O)NCCC2=CCCCC2)c1=O)NCc1ccco1	-9	-16	-3	-6	11	5	5	-6	-17	-17	-1
COc1cc(S(=O)(=O)N2CCN(Cc3ccc4c(c3)OCO4)CC2)c(C)cc1C	4	-20	14	7	11	13	-5	-2	-3	1	11
Cc1cccc(NS(=O)(=O)c2c(C(=O)N3CCCC3)c(C)n(C)c2C)c1	1	-1	17	17	-14	-2	5	-7	-7	-22	-11
Cc1cc(O)c(C(C[N+](=O)[O-])c2ccc(Cl)cc2Cl)c(=O)o1 (centres undefined)	5	.	8	29	-8	.	-1	-2	-7	9	-1
CCC(Cc1ccccc1)OC(=O)c1ccccc1C(=O)O (centres undefined)	-11	-15	9	4	-2	0	0	-13	0	-10	7
NC(=O)NC(=O)CC1S/C(=N/N=C2\CSC(=O)N2)NC1=O (centres undefined)	-5	20	5	19	6	-12	3	19	5	-11	-8
N#C/C(=C\c1ccc(C(=O)O)cc1)c1ccccn1	0	-15	9	3	-3	1	-21	-3	-7	1	-1
CN(C)C(CNC(=O)c1cccc(S(=O)(=O)NCc2ccccc2)c1)c1ccccc1 (centres undefined)	-10	-29	3	2	-29	-4	-7	-23	1	-23	-10
Cc1ccc(NC(=O)c2cc3c(s2)CCCC3)cc1	5	-53	-95	-27	-126	-40	-6	21	-33	-99	-78
CCCOc1ccc(CNC(=O)c2ccc3nc(N4CCOCC4)sc3c2)cc1	4	3	-3	-22	-12	-3	0	3	-8	-13	0
O=c1nc(NO)ccn1C1CCCO1 (centres undefined)	-4	6	-2	-5	-38	-2	-3	3	-4	-2	8
CCCCOc1ccc(C(=O)N2CCNC(=O)C2CC(=O)OC(C)C)cc1 (centres undefined)	-8	-26	-7	-8	7	12	4	-3	-1	-4	5
CC(=O)N1c2ccc(S(=O)(=O)NCCC(=O)Nc3cccc(Cl)c3)cc2CC1C (centres undefined)	7	17	-2	5	0	19	10	-15	-5	4	-10
Cc1ccc(CNC(=O)C2(S(=O)(=O)c3ccc(C)cc3)CC2)cc1	-13	8	-5	-11	4	-1	5	6	9	-6	6

# The list is partial; the hit share may differ from the screen's.
